Screening data (PubChem)
HTRA1 inh: HTRA1 serine protease inhibitors, primary screen, biochemical, fluorescence polarization, HTS; recombinant HTRA1, FP-rhodamine activity-based probe; AID 504803, 2011; Q92743; inhibition, % at 5.96 µM; hit rate 0.5% among 340,000; in the data active = inhibition above about 36%;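 also: 0% = enzyme with DMSO and 100% = wells lacking enzyme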
Target sequence (Q92743 whole entry, looked up): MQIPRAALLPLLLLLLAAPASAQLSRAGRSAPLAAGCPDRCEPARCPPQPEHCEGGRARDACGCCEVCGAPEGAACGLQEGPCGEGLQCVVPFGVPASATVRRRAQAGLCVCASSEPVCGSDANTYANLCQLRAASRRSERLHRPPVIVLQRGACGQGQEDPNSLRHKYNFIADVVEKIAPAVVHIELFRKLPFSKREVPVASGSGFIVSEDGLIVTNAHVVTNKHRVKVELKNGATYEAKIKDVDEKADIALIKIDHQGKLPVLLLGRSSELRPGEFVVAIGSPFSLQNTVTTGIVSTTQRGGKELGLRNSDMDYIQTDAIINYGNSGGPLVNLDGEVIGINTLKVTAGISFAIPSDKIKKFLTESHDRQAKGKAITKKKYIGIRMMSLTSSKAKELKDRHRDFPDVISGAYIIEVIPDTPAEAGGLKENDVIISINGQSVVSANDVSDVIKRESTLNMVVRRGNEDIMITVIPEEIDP
TCR CD3 inh: inhibitors of human TCR-CD3 interaction, primary screen, biochemical, fluorescence, TAMRA-labeled TCR probe | inhibition, % at 9.4 µM | hit rate 0.37% among 360,000; in the data active = inhibition above about 19%;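 also: recombinant mutant TCR 2C K166C tagged with TAMRA read by polarization; 0% = receptor in buffer alone and 100% = receptor with positive control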
SIAE inh: human SIAE inhibitors, primary screen, biochemical, fluorescence polarization, FP-Rh probe, 1536-well HTS; Sialate O-acetylesterase (Homo sapiens), Q9HAT2; SIAE FP-Rh probe binding; inhibition, % at 9.66 µM; hit rate 0.69% among 370,000; AID 1053197, 2014;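 active = inhibition above a cutoff: mean of compounds within the control limits plus 3 SD of those, cut at about 17% in these data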;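 also: 0% = plate median of compound wells and 100% = probe without SIAE protein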
Tn7 DDE FP: inhibitors of Tn7 peptide binding to fibrin DD(E), primary screen, biochemical, fluorescence polarization, human fibrin, Tn7 probe; Fibrinogen beta chain (Homo sapiens), P02675; AID 720508, 2013; FP displacement of FITC-Tn7 peptide from fibrin DD(E); 0% = median of compound wells per plate; hit rate 0.13% among 370,000; inhibition, % at 8.3 µM;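 active = inhibition above the mean of compounds falling within the control limits plus 3 SD of them, cut at about 14% in these data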;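 also: 0% = plate median of compound wells and 100% = 10 µM Aha-Tn7 peptide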
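Assay system: human fibrin DD(E) protein / Input: 2 µM fibrin DD(E) / Benchmarks: high control of 10 µM Aha-Tn7 peptide / Measured by: fluorescence polarization of the labelled Tn7 tracer / Medium: Tris buffer with calcium and detergent, pH 7.8 / Timing: 10 min compound pre-incubation, 3 h probe incubation at room temperature / Repeats: one replicate per compound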
LEDGF integ inh: blockers of LEDGF/p75-dependent integrase strand transfer – biochemical, TR-FRET, high throughput, primary screen. AID 743269, 2014. HIV-1 integrase (with human LEDGF/p75). TR-FRET IN-LEDGF/p75 DNA integration, Eu/Cy5. hit rate 0.64% among 370,000. inhibition, % at 3.7 µM;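 active = inhibition above the screen-wide mean plus 3 SD, cut at about 13% in these data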;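 also: signal is the Cy5 over europium emission ratio at 671 and 618 nm; 0% = plate median of compound wells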
PG9 Ab binder: binders of HIV-1 gp120 antibody PG9, primary screen, biochemical, TR-FRET. inhibition, % at 6.7 µM. AID 624416, 2012. hit rate 0.43% among 360,000. TR-FRET gp120-PG9 antibody binding; in the data active = inhibition above about 8.5%
mABHD4 FP: ABHD4 inhibitors, primary screen, biochemical, fluorescence polarization, mouse | (Lyso)-N-acylphosphatidylethanolamine lipase (Mus musculus), Q8VD66 | hit rate 0.54% among 370,000 | AID 720543, 2013 | inhibition, % at 8.92 µM | purified mABHD4, FP-Rh probe fluorescence polarization;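 active = inhibition exceeding the mean over every tested compound plus 3 SD, cut at about 30% in these data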;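 also: 0% = plate median of compound wells and 100% = S159A mutant with DMSO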
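system = mouse ABHD4 enzyme, wild type | medium = HEPES pH 7.0, NaCl, Pluronic buffer | also added = FP-Rh probe | incubation = Enzyme–compound pre-incubation 45 min, then probe 60 min, both 25 °C | technique = fluorescence polarization, excitation 525 nm, emission 598 nm, BODIPY TMR filters | controls = S159A mutant high control, sample median low control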
TDP2 absorb: human TDP2 enzyme inhibitors, primary screen, biochemical, epi absorbance, recombinant enzyme; AID 720702, 2013; hit rate 0.34% among 370,000; Tyrosyl-DNA phosphodiesterase 2 (Homo sapiens), O95551; T5PNP hydrolysis, p-nitrophenol absorbance 415 nm; inhibition, % at 12.8 µM;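 active = inhibition above the mean of all tested compounds plus 3 SD, set per campaign, cut at about 25% in these data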;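 also: 0% = DMSO with enzyme and 100% = buffer with substrate but no TDP2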
Target sequence (O95551 whole entry, looked up): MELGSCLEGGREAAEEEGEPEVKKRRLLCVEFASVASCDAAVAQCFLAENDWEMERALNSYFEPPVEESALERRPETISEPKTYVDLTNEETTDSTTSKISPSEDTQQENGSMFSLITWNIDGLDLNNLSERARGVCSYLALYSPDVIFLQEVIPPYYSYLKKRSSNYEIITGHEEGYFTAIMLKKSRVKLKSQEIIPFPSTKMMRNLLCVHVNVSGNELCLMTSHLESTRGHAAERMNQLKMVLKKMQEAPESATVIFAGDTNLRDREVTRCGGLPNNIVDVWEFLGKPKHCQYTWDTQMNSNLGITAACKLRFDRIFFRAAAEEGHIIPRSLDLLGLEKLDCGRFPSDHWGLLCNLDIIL
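Evaluation: % inhibition relative to enzyme-containing and enzyme-free wells. Material: recombinant human TDP2. Benchmarks: enzyme-free and DMSO wells. Timing: enzyme reaction with compound for 2 h at 37 °C. Compound dosing: 12.8 µM only. Measured by: p-Nitrophenol epi absorbance. Reagent: T5PNP substrate at 5 mM, a TopII-DNA adduct mimic. Replication: single well per compound.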
PRMT1 FP inh: PRMT1 methyltransferase inhibitors, primary screen, biochemical, fluorescence polarization; inhibition, % at 2.79 µM; hit rate 1.3% among 370,000; AID 652257, 2013; recombinant PRMT1, activity-based probe fluorescence polarization; Protein arginine N-methyltransferase 1 (Homo sapiens), Q99873;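 active = inhibition above about 21% made by adding two undisclosed values, limit read from the data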
UHRF1 binding: UHRF1 methylated DNA binding inhibitors, primary screen, counter-screen for MBD2 inhibitor project, biochemical, TR-FRET, human UHRF1, single concentration. UHRF1 binding to methylated oligo. inhibition, % at 4.4 µM. hit rate 0.75% among 370,000; in the data active = inhibition above about 21%;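 also: UHRF1 SRA domain binding a hemimethylated CpG hairpin DNA probe; 0% = median of test compound wells and 100% = reference inhibitor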
An asterisk follows results filed as active; x = not tested or not shown.

SMILES | HTRA1 inh | TCR CD3 inh | SIAE inh | Tn7 DDE FP | LEDGF integ inh | PG9 Ab binder | mABHD4 FP | TDP2 absorb | PRMT1 FP inh | UHRF1 binding
C/C(O)=c1/c(=O)nc2cccc3c2=c1c1ccccc1c3=O | 10 | 9 | 2 | 5 | 1 | 0.2 | 8 | -4 | 6 | -1
CCOc1cc(CNn2cnnc2)ccc1OCC(=O)NC1CCCCC1 | -2 | 7 | -5 | 1 | -5 | 0.2 | 1 | -7 | -1 | 0
Cc1ccc(C(C(=O)NCc2ccco2)N(C(=O)CNC(=O)c2cccs2)c2ccc(C)cc2C)cc1 (configuration not stated) | 1 | -7 | 4 | 5 | 1 | 3.2 | -1 | 2 | -5 | 1
CCOc1ncccc1C(=O)NNC(=O)c1cccc(S(=O)(=O)Nc2ccc(OC)cc2)c1 | 1 | -6 | -6 | -6 | 2 | -1.4 | -4 | -11 | -4 | 3
CCCc1ccc(C(O)c2ncc(-c3ccc(OC)cc3)[nH]2)cc1 (configuration not stated) | x | -2 | 7 | -2 | 0 | -2.3 | 5 | 6 | 1 | -2
COC(=O)N1CCN(c2ccc(C(C)=O)cc2)CC1 | 15 | 9 | -5 | -3 | 3 | -3.2 | 3 | -11 | -2 | 5
CCOc1cc(/C=C2/C(=O)NN(c3cccc(Cl)c3)C2=O)ccc1O | -4 | -5 | 6 | 0 | -2 | -5.8 | 36* | 7 | 18 | 4
Cc1nn(Cc2ccccc2)c(C)c1NC(=O)CSc1nc2c(c(C(F)(F)F)n1)CCc1ccccc1-2 | -7 | 5 | -1 | 2 | -3 | -2.9 | -2 | 1 | -3 | -1
O=C(NC1CCCCC1)C1CCC(CNS(=O)(=O)c2cccc3nsnc23)CC1 (configuration not stated) | 4 | -2 | -3 | 0 | 5 | 1.6 | -1 | 1 | -6 | -1
CC(C)(C)NC(=O)C1CCN(C(=O)c2ccc(-c3ccccc3)cc2)CC1 | -6 | 7 | -1 | 0 | 0 | 0.6 | 8 | -4 | -2 | 2
CC(O)CC(=O)OC[C@]12CC[C@H]3[C@@](C)(CC[C@H]4C(C)(C)CCC[C@]34C)[C@@H]1CC(C1=CC(=O)OC1O)O2 (some centres not stated) | x | -2 | -13 | -1 | 23* | -0.1 | -9 | -1 | 12 | 0
COc1cccc(NC(=O)C(c2ccccc2)N2CCCCC2)c1 (configuration not stated) | -14 | 9 | 5 | -3 | -1 | -3.4 | -1 | 0 | -3 | 0
CN(C(=O)c1ccc(NC(=O)Cc2ccc(NC(=O)C3CCN(C(=O)C4CC4)CC3)cc2)cc1)C1CC1 | 3 | 6 | -2 | -9 | 2 | -0.7 | 3 | 4 | -2 | 1
CS(=O)(=O)N(CC(=O)NCc1ccccc1)Cc1ccc(Cl)cc1 | -3 | 5 | 1 | 1 | 2 | -0.8 | 0 | -6 | 0 | 1
O=C(c1ccco1)N1CCN(S(=O)(=O)c2ccc(S(=O)(=O)NC3CC3)cc2)CC1 | 5 | -3 | -1 | 3 | 7 | -2.6 | -3 | -9 | -2 | 6
O=C(CN1CCN(c2ccccn2)CC1)Nc1ccccc1F | 5 | 5 | 3 | 5 | 3 | -1.8 | 0 | 11 | -4 | -1
CCCN(CC(=O)Nc1ccccc1OC)C(=O)CSc1ccc(Br)cc1C | -39 | 6 | -9 | 6 | 1 | 0.5 | -8 | 6 | -2 | 3
COc1cccc(-c2cc(C(=O)N3CCCCCC3)no2)c1 | -3 | -5 | -4 | 6 | -3 | 0.2 | 3 | -6 | 1 | -1
COc1cc(OC)c(CN2CCCCCCC2)cc1Br | 1 | 3 | 2 | -2 | -1 | 0.5 | 13 | 9 | 1 | 0
CC(=O)N1N=C(c2ccccc2)CC1c1ccc2c(c1)OCO2 (configuration not stated) | 5 | 0 | -2 | 1 | 0 | -0.4 | -7 | 8 | -1 | -2

A section of the results above:
SMILES | HTRA1 inh | TCR CD3 inh | SIAE inh | Tn7 DDE FP | LEDGF integ inh | PG9 Ab binder | mABHD4 FP | TDP2 absorb | PRMT1 FP inh | UHRF1 binding
Cc1ccc(C(C(=O)NCc2ccco2)N(C(=O)CNC(=O)c2cccs2)c2ccc(C)cc2C)cc1 (configuration not stated) | 1 | -7 | 4 | 5 | 1 | 3.2 | -1 | 2 | -5 | 1
CCOc1ncccc1C(=O)NNC(=O)c1cccc(S(=O)(=O)Nc2ccc(OC)cc2)c1 | 1 | -6 | -6 | -6 | 2 | -1.4 | -4 | -11 | -4 | 3
CCCc1ccc(C(O)c2ncc(-c3ccc(OC)cc3)[nH]2)cc1 (configuration not stated) | x | -2 | 7 | -2 | 0 | -2.3 | 5 | 6 | 1 | -2
COC(=O)N1CCN(c2ccc(C(C)=O)cc2)CC1 | 15 | 9 | -5 | -3 | 3 | -3.2 | 3 | -11 | -2 | 5

Going on with the list:
SMILES | HTRA1 inh | TCR CD3 inh | SIAE inh | Tn7 DDE FP | LEDGF integ inh | PG9 Ab binder | mABHD4 FP | TDP2 absorb | PRMT1 FP inh | UHRF1 binding
CC(C)C[C@H]1COc2cc(Br)ccc2S(=O)(=O)N1Cc1ccc(F)cc1F | x | 1 | -1 | -4 | 1 | -1.0 | 6 | 4 | -4 | 10
CCN1CCN(CC(=O)c2c(C)n(C)c3ccc(OC)cc23)CC1 | 6 | 5 | 2 | -1 | 1 | -0.6 | -3 | -9 | -2 | 1
CCCCN(C=O)c1c(CC)nc2ccc(C(=O)NCc3ccc4c(c3)OCO4)cn12 | x | -12 | -1 | -5 | 4 | 1.9 | -8 | 2 | -2 | 4
C=CCOc1ccccc1/C=N/n1nnnc1N | 3 | 6 | 3 | 5 | 0 | 1.4 | -3 | -6 | -1 | -4
CCCCN(C)CCNC(=O)CSCc1ccc(C)cc1 | 2 | 3 | -2 | 3 | 2 | 1.9 | 2 | -5 | -5 | 1
COC(=O)c1sccc1NC(=O)c1ccc(C)cc1 | -3 | -13 | -8 | 5 | 5 | -6.0 | -13 | -23 | 0 | 1
CCOC(=O)C1(c2ccccc2)SC(C(=O)OCC)(c2ccccc2)S1 (configuration not stated) | -1 | -3 | -3 | 4 | 3 | -2.9 | -1 | -1 | 71* | 2
CCN(CC)S(=O)(=O)c1ccc(NC(=O)c2ccccc2N(C)S(C)(=O)=O)cc1 | 5 | 6 | -4 | 1 | -2 | -0.4 | 0 | -6 | 1 | -3
O=C(COC(=O)c1cccc(C(=O)OCC(=O)NCc2ccc(F)cc2)n1)NCc1ccc(F)cc1 | -2 | -2 | -2 | 1 | 3 | -2.3 | -3 | -1 | 1 | -1
CC(NC(=O)c1ccccc1F)c1nnc(SCC(=O)NC2CCCC2)n1C (configuration not stated) | 10 | -3 | -3 | 1 | 4 | 0.0 | -14 | -21 | -5 | 0
O=C(C=NNc1ccccc1)c1ccccc1 | 0 | -5 | 6 | 0 | 0 | -1.4 | -1 | 2 | -2 | 1
O=C(Nc1nc(-c2ccc(-c3ccccc3)cc2)cs1)c1cc([N+](=O)[O-])ccc1N1CCOCC1 | -7 | 6 | -13 | 3 | -4 | -2.7 | -9 | -24 | -5 | 1
O=C(NC(=S)Nc1ccc(Oc2ccccc2)cc1)c1ccc(Cl)cc1 | -7 | 2 | -27 | 4 | -5 | -1.2 | 4 | -8 | 1 | 0
CC(C)N(C(=O)Cn1cc(SCC(=O)N2CCCC2)c2ccccc21)C(C)C | 6 | 5 | 5 | 6 | 2 | 0.8 | -5 | -12 | 4 | -1
CC1CCCCC1NC(=O)Cc1ccc(S(=O)(=O)N2CCOCC2)s1 (configuration not stated) | 0 | -4 | 3 | 4 | -5 | -1.4 | 3 | 5 | 0 | 2
CSc1nsc(/C=C/Nc2ccc(F)cc2)c1C#N | -13 | -7 | 1 | -5 | -1 | -2.0 | 2 | 3 | 1 | -4
COc1ccc(C(=O)Nc2cc3c4c(c2)C(C)C(=O)N4CCC3)cc1OC (configuration not stated) | -3 | 2 | 0 | -5 | 1 | 0.3 | -2 | -1 | -1 | 3
COc1cccc2c1OCC/C2=N\NC(=O)COc1ccccc1C | -1 | -1 | 1 | 8 | -3 | 0.2 | -9 | 2 | 0 | 2
COC(=O)[C@]12C[C@H](CC(=O)N3CCN(C(=O)c4ccco4)CC3)C(=O)N(CCC3=CCCCC3)C1=C[C@H](C(C)(C)C)O[C@@H]2C | x | -1 | 0 | 6 | 0 | -0.7 | -2 | 8 | 1 | 0
CCCC1CCC2(CCCN2CCOC(=O)Nc2ccccc2)CC1 (configuration not stated) | x | x | 2 | 3 | -1 | x | 11 | 6 | -3 | -3
CCn1cc(CN2CCC(n3nccc3NC(=O)C3CCCC3)CC2)cn1 | 1 | 4 | 15 | 2 | 1 | 0.6 | -7 | 5 | -2 | -1
CCc1ccccc1Nc1nc(N)nc(COC(=O)C2=COCCO2)n1 | 4 | -9 | -2 | 5 | -8 | -0.2 | 5 | -5 | 2 | 0
COc1ccc(Cl)cc1S(=O)(=O)Nc1cccc(C(=O)O)c1 | -3 | 1 | 5 | 3 | 2 | -0.6 | 3 | 5 | -1 | -2

Given field by field: entries from further up.
CCN(CC)S(=O)(=O)c1ccc(NC(=O)c2ccccc2N(C)S(C)(=O)=O)cc1
  HTRA1 inh = 5	TCR CD3 inh = 6	SIAE inh = -4	Tn7 DDE FP = 1	LEDGF integ inh = -2	PG9 Ab binder = -0.4	mABHD4 FP = 0	TDP2 absorb = -6	PRMT1 FP inh = 1	UHRF1 binding = -3
O=C(COC(=O)c1cccc(C(=O)OCC(=O)NCc2ccc(F)cc2)n1)NCc1ccc(F)cc1
  HTRA1 inh = -2	TCR CD3 inh = -2	SIAE inh = -2	Tn7 DDE FP = 1	LEDGF integ inh = 3	PG9 Ab binder = -2.3	mABHD4 FP = -3	TDP2 absorb = -1	PRMT1 FP inh = 1	UHRF1 binding = -1
CC(NC(=O)c1ccccc1F)c1nnc(SCC(=O)NC2CCCC2)n1C (configuration not stated)
  HTRA1 inh = 10	TCR CD3 inh = -3	SIAE inh = -3	Tn7 DDE FP = 1	LEDGF integ inh = 4	PG9 Ab binder = 0.0	mABHD4 FP = -14	TDP2 absorb = -21	PRMT1 FP inh = -5	UHRF1 binding = 0
